Bioassay records deposited in PubChem BioAssay by Broad Institute.
C diff growth: C. difficile growth inhibitors, primary screen, HTS; Clostridium difficile clinical isolate growth, OD600, 24 h; active compounds read low; growth activity, negative = inhibition, % at 16 µg/mL (by protocol); actives 0.25% (n = 86,000); AID 1259249, 2017;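 active = mean growth activity at or below -80% and every replicate also at or below -80%; inconclusive = mean at or below -80% but some replicate above -80%; inactive = mean growth activity above -80%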;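 also: 0% = DMSO wells and -100% = levofloxacin 16 µg/mL wells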
GASC1 inh: inhibitors of GASC-1 (KDM4C) histone demethylase, primary screen, biochemical, single concentration HTS; Lysine-specific demethylase 4C (Homo sapiens), Q9H3R0; GST-KDM4C 2-372, H3K9me3 peptide, LANCE TR-FRET; inhibition, % at 12.5 µM; actives 0.15% (n = 96,000);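 active = mean replicate inhibition above about 25%, with at least 55% of replicates also reaching it, limit read from the data, passing the limit was not always enough; inconclusive = only one of those two conditions met; inactive = neither condition met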
Target sequence (Q9H3R0 2-372 limits assumed): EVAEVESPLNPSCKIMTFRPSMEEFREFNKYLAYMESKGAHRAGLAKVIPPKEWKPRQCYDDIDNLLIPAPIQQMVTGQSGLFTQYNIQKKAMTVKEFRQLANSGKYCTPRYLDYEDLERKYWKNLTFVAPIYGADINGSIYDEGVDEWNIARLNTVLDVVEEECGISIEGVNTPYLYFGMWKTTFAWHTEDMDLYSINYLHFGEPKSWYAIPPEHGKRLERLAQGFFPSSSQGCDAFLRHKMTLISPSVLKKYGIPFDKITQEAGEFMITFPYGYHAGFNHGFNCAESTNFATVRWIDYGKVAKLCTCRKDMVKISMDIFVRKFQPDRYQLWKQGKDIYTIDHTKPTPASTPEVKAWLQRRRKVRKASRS
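Compound: one test concentration per compound; Material: GST-GASC-1 enzyme fragment 2-372; Amount: GASC-1 enzyme at 10 nM final in reaction; Also added: H3K9me3 peptide substrate, Fe(II), 2-oxoglutarate; Technique: LANCE TR-FRET; Times: 30 min demethylation and 1 h detection at room temperature.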
Pf Dd2 inh: P. falciparum Dd2 growth inhibitors, primary screen, SYBR Green fluorescence, single dose replicates; activity change, % at 10 µM; 72 h; active compounds read low; actives 2.3% (n = 94,000); AID 1159554, 2015; in the data active = activity change below about -80%; inconclusive = no clear call, values can overlap the other calls
T cruzi growth: T. cruzi intracellular proliferation inhibitors, primary screen, cell-based, beta-gal Tulahuen parasites, NIH3T3 host, luminescence. T. cruzi beta-gal in NIH3T3, GalScreen luminescence, 90 h. inhibition, % at 8.34 µM. actives 5.9% (n = 77,000). AID 624255, 2012;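 active = mean inhibition above about 93%, with at least 55% of replicates each passing it, limit read from the data, passing the limit was not always enough; inconclusive = only one of those two conditions holds; inactive = neither condition holds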
Numbers without * were called inactive; u = inconclusive; x = not tested or not shown; & = joins results of further samples.

The line under a structure holds: C diff growth | GASC1 inh | Pf Dd2 inh | T cruzi growth
1: CN1CCN(C(=O)C[C@H]2CC[C@H]3[C@@H](COC[C@H](O)CN3C(=O)Cc3ccccc3)O2)CC1
    43&7 | -1.6 | 11 | 5
2: Cc1ccc(S(=O)(=O)N(C)C[C@@H]2Oc3ccc(NC(=O)Cn4cnnn4)cc3C(=O)N([C@H](C)CO)C[C@H]2C)cc1
    -3 | 2.9 | -18 | 81
3: C[C@H](CO)N1C[C@H](C)[C@H](CN(C)C(=O)C2CC2)Oc2ncc(C3=CCCC3)cc2C1=O
    x | 1.2 | 20 | -26
4: Cc1ccc(S(=O)(=O)N[C@@H]2CC[C@H](CCNC(=O)CN3CCOCC3)O[C@@H]2CO)cc1
    0 | -0.7 | -32 | -11
5: C[C@@H]1CN([C@H](C)CO)C(=O)c2cc(NC(=O)C3CCCCC3)ccc2O[C@H]1CN(C)C(=O)Nc1ccccc1
    8 | -1.0 | 4 | -19
6: CCCC(=O)Nc1ccc2c(c1)OC[C@@H](C)N(C(C)=O)C[C@H](C)[C@@H](OC)CN(C)C2=O
    -1 | 0.3 | x | 4
7: C[C@@H]1CN([C@@H](C)CO)C(=O)c2cc(NC(=O)Nc3cccc4ccccc34)ccc2O[C@@H](C)CCCCO[C@H]1CN(C)Cc1ccc(C(F)(F)F)cc1
    19 | -0.4 | -52 | u
8: C[C@@H]1CN([C@H](C)CO)C(=O)c2cc(C3=CCCC3)cnc2O[C@H]1CN(C)Cc1ccc(C(=O)O)cc1
    2 | 6.7 | 32 | -177
9: COc1ccccc1-c1ccc2c(c1)O[C@@H](CN(C)CC1CC1)[C@@H](C)CN([C@H](C)CO)S2(=O)=O
    x | 0.7 | -66 | 61
10: CCCC(=O)Nc1ccc2c(c1)C(=O)N(C)C[C@H](OC)[C@H](C)CN(Cc1ccc(F)cc1)[C@@H](C)CO2
    x | -1.7 | x | 1
11: Cc1ccc(-c2ccc3c(c2)O[C@@H](CN(C)C(=O)Nc2ccc(C(F)(F)F)cc2)[C@H](C)CN([C@H](C)CO)S3(=O)=O)cc1
    8 | -1.9 | -80 | 42
12: C/C=C/c1ccc([C@H]2[C@H]3CN(S(=O)(=O)c4ccccc4)CCCCN3[C@H]2CO)cc1
    1 | -1.2 | -8 | 123*
13: COc1ccc(C#Cc2ccc3c(c2)[C@@H]2[C@@H](CCN2C(=O)c2ccccn2)[C@@H](CO)N3)cc1
    -7 | 0.2 | -62 | 75
14: O=C(Nc1ccccc1F)N[C@@H]1CC[C@H](CCNS(=O)(=O)c2ccc(Cl)cc2)O[C@H]1CO
    x | 0.5 | -10 | -8
15: CO[C@@H]1CN(C)C(=O)c2cc(NC(=O)NC(C)C)ccc2OC[C@H](C)N(CC2CC2)C[C@H]1C
    2 | 0.7 | 55 | -38
16: COc1ccc(CN(C)C[C@H]2OCCCC[C@@H](C)Oc3ccc(NC(=O)C4CCCCC4)cc3C(=O)N([C@H](C)CO)C[C@H]2C)cc1
    x | -0.9 | -66 | 104*
17: COc1ccc(C#Cc2ccc3c(c2)[C@H]2[C@H](CCN2C(=O)c2ccccc2F)[C@H](CO)N3)cc1
    47 | -0.6 | -65 | u
18: C[C@@H]1CCCCO[C@H](CN(C)C(=O)CCCN(C)C)[C@@H](C)CN([C@@H](C)CO)C(=O)c2cc(NC(=O)c3ccccc3)ccc2O1
    -5 | 3.3 | 16 | 46
19: CCC(=O)Nc1ccc2c(c1)C(=O)N(C)[C@H]1CC[C@@H](CC(=O)N[C@H](C)c3ccccc3)O[C@@H]1CO2
    -2 | -0.1 | -26 | 31
20: N#C[C@@H]1[C@@H](c2ccccc2C2=CCCCC2)[C@@H](CO)N1S(=O)(=O)c1ccccc1
    -8 | 0.5 | 34 | x
21: CCC(=O)N(C)C[C@H]1[C@@H](c2ccc(-c3cccnc3)cc2)[C@@H](CO)N1C(C)=O
    2 | 0.9 | 38 | x
22: CCCNC(=O)[C@H]1[C@H](CO)[C@H]2Cn3c(ccc(-c4ccccc4OC)c3=O)[C@H]2N1C(=O)CC
    -1 | -0.3 | 9 | 4
23: CN1CCN(C(=O)C[C@H]2CC[C@@H](NC(=O)Nc3ccccc3F)[C@@H](CO)O2)CC1
    15 | 0.4 | -11 | 50
24: O=C([C@@H]1[C@@H](CO)[C@@H]2Cn3c(ccc(-c4ccccc4F)c3=O)[C@H]1N2C(=O)C1CC1)N1CCOCC1
    4 | -1.4 | 6 | 33
25: COc1cccc(C(=O)Nc2ccc3c(c2)C(=O)N(C)[C@@H]2CC[C@@H](CC(=O)NCc4ccc(F)cc4)O[C@H]2CO3)c1
    15 | -2.9 | -26 | 10
26: Cc1noc(C)c1NC(=O)N(C)C[C@@H]1Oc2ncc(C#Cc3ccc(C(F)(F)F)cc3)cc2C(=O)N([C@H](C)CO)C[C@@H]1C
    -3 | 0.3 | -4 | 45
27: C[C@@H]1CN([C@H](C)CO)C(=O)c2cc(-c3cccc(F)c3)cnc2O[C@@H]1CN(C)C(=O)Nc1cc(F)ccc1F
    -9 | 1.3 | 13 | -7
28: CO[C@@H]1CN(C)C(=O)c2cc(NC(=O)C3CC3)ccc2OC[C@H](C)N(C(=O)CN2CCOCC2)C[C@@H]1C
    x | 0.5 | 3 | 23
29: O=C(NC[C@H]1N[C@H](CO)[C@@H]1c1ccc(C2=CCCCC2)cc1)c1ccc(F)cc1
    40 | -0.3 | -10 | 96*
30: CN1c2ccc(-c3cccc(F)c3)cc2[C@H]2[C@H](CCN2C(=O)Cc2ccccc2)[C@H]1CO
    60 | -1.8 | 35 | 5

Along the list, as entered above.
Compounds 14–21 in C diff growth read x, 2, x, 47, -5, -2, -8, 2
Compounds 14–21 in Pf Dd2 inh read -10, 55, -66, -65, 16, -26, 34, 38

(continued)
The line under a structure holds: C diff growth | GASC1 inh | Pf Dd2 inh | T cruzi growth
31: C[C@H](CO)N1C[C@H](C)[C@H](CN(C)Cc2ccc(C(F)(F)F)cc2)Oc2c(NC(=O)c3ccncc3)cccc2C1=O
    0 | -1.0 | -13 | u
32: COCC(=O)N1CC(=O)N2[C@H](CO)[C@H](c3ccc(-c4cccnc4)cc3)[C@H]2C1
    -1 | -0.3 | 18 | x
33: CC(C)NC(=O)N(C)C[C@H]1OCCCC[C@@H](C)Oc2ccc(NS(C)(=O)=O)cc2C(=O)N([C@@H](C)CO)C[C@@H]1C
    x | -0.1 | 10 | 10
34: C[C@@H]1CN([C@H](C)CO)C(=O)c2cc(-c3ccc(C(=O)N(C)C)cc3)cnc2O[C@@H]1CN(C)C(=O)c1ccncc1
    1 | x | 38 | x
35: Cc1noc(C)c1NC(=O)Nc1ccc2c(c1)CC(=O)N([C@H](C)CO)C[C@@H](C)[C@@H](CN(C)C(=O)Nc1c(C)noc1C)O2
    -9 | 0.7 | 27 | 17
36: C[C@@H]1CCCCO[C@H](CN(C)C(=O)Nc2cccc3ccccc23)[C@@H](C)CN([C@H](C)CO)C(=O)c2cc(NC(=O)Nc3ccc(C(F)(F)F)cc3)ccc2O1
    -3 | -1.5 | -25 | 44
37: CCC(=O)Nc1ccc2c(c1)C(=O)N(C)[C@H]1CC[C@H](CC(=O)Nc3cccc(OC)c3)O[C@@H]1CO2
    -3 | 0.8 | 0 | -2
38: Cc1ccc(S(=O)(=O)Nc2ccc3c(c2)CC(=O)N([C@@H](C)CO)C[C@@H](C)[C@H](CN(C)S(=O)(=O)c2cn(C)cn2)O3)cc1
    -3 | -0.3 | -2 | 7
39: COc1ccc(NC(=O)N(C)C[C@H]2OCCCC[C@@H](C)Oc3ccc(NS(=O)(=O)c4ccccc4)cc3C(=O)N([C@H](C)CO)C[C@@H]2C)cc1
    4 | 3.4 | -6 | 67
40: O=C(Nc1ccc(Cl)cc1)N[C@@H]1CC[C@@H](CCn2cc(-c3ccccc3F)nn2)O[C@@H]1CO
    -2 | -0.2 | 2 | -39
41: COCC#Cc1ccc([C@@H]2[C@@H](CO)N3C(=O)CN(C(=O)C4CCC4)C[C@@H]23)cc1
    1 | 0.7 | -16 | x
42: O=C1CN(Cc2ccc(F)cc2)C[C@@H]2[C@H](c3ccc(-c4ccccc4)cc3)[C@@H](CO)N12
    -5 | -0.4 | 8 | x
43: C[C@H]1CCCCO[C@H](CN(C)Cc2ccc(C(F)(F)F)cc2)[C@@H](C)CN([C@@H](C)CO)C(=O)c2cc(NS(=O)(=O)c3cccs3)ccc2O1
    -3 | 2.1 | -22 | 113*
44: C[C@H](CO)N1C[C@H](C)[C@H](CN(C)Cc2ccc(-c3ccccc3)cc2)Oc2ccc(NC(=O)Nc3ccccc3)cc2CC1=O
    59 | 2.0 | -44 | 40
45: CCCC(=O)Nc1ccc2c(c1)OC[C@H](C)N(Cc1ccncc1)C[C@@H](C)[C@H](OC)CN(C)C2=O
    -2 | 1.8 | -16 | 26
46: O=C(NCC1CCCCC1)[C@H]1[C@H](CO)[C@H]2Cn3c(cccc3=O)[C@@H]1N2C(=O)c1cccnc1
    3 | -0.6 | x | -91
47: O=C(c1cnccn1)N1CC(=O)N2[C@H](CO)[C@@H](c3ccc(C#CC4CCCCC4)cc3)[C@H]2C1
    -12 | -1.8 | -10 | x
48: O=S(=O)(c1ccccc1)N1CCCCN2[C@H](CO)[C@H](c3ccc(C#CC4CCCC4)cc3)[C@H]2C1
    72 | 0.2 | -70 | 86
49: Cc1noc(C)c1S(=O)(=O)Nc1ccc2c(c1)C(=O)N([C@H](C)CO)C[C@@H](C)[C@@H](CN(C)C(=O)Nc1ccc(F)cc1)OCCCC[C@@H](C)O2
    5 | 0.6 | -85* | 81
50: O=C(C[C@H]1C=C[C@@H](NC(=O)C2CC2)[C@@H](CO)O1)Nc1nccs1
    x | 1.0 | -18 | 121*
51: COCCNC(=O)C[C@H]1C=C[C@H](NS(=O)(=O)c2ccc(C)cc2)[C@H](CO)O1
    -1 | -0.4 | 9 | x
52: Cc1cccc(-c2ccc([C@@H]3[C@H]4CN(S(=O)(=O)c5cccc(C)c5)CCCCN4[C@H]3CO)cc2)c1
    -6 | 0.1 | -20 | 110*
53: CCCN(C)C[C@H]1Oc2cc(C#Cc3ccc(F)cc3)ccc2S(=O)(=O)N([C@@H](C)CO)C[C@H]1C
    7 | -2.1 | -46 | 17
54: C[C@H](CO)N1C[C@H](C)[C@H](CN(C)Cc2cncnc2)Oc2cc(-c3cncnc3)ccc2S1(=O)=O
    1 | 0.7 | 45 | -1
55: CN(C)C(=O)c1ccc(-c2ccc([C@@H]3[C@H]4CN(CCC(F)(F)F)CCCCN4[C@H]3CO)cc2)cc1
    8 | -0.7 | -11 | 60
56: CN1C(=O)c2cc(NC(=O)C3CCCC3)ccc2OC[C@@H]2O[C@@H](CC(=O)NCc3ccccc3F)CC[C@H]21
    5 | 2.6 | -20 | x
57: O=C(N[C@H]1CC[C@H](CCNC(=O)C2CC2)O[C@@H]1CO)c1ccncc1
    -1 | -0.1 | x | x
58: CCC(=O)N1[C@@H]2CN(C(=O)Nc3ccc(Cl)cc3)c3ccccc3[C@@H]2[C@@H]1CO
    -4 | 1.2 | -2 | -21
59: C[C@H](CO)N1C[C@H](C)[C@@H](CN(C)Cc2ccc(-c3ccccc3)cc2)Oc2ccc(NC(=O)Cc3cn(C)c4ccccc34)cc2C1=O
    15 | -3.2 | -39 | 74
60: C[C@H]1CN([C@@H](C)CO)C(=O)c2cc(-c3ccc(C#N)cc3)cnc2O[C@H]1CN(C)C(=O)CN(C)C
    -6 | 2.5 | 26 | -8

Next part; the last three above are carried over.
The line under a structure holds: C diff growth | GASC1 inh | Pf Dd2 inh | T cruzi growth
58: CCC(=O)N1[C@@H]2CN(C(=O)Nc3ccc(Cl)cc3)c3ccccc3[C@@H]2[C@@H]1CO
    -4 | 1.2 | -2 | -21
59: C[C@H](CO)N1C[C@H](C)[C@@H](CN(C)Cc2ccc(-c3ccccc3)cc2)Oc2ccc(NC(=O)Cc3cn(C)c4ccccc34)cc2C1=O
    15 | -3.2 | -39 | 74
60: C[C@H]1CN([C@@H](C)CO)C(=O)c2cc(-c3ccc(C#N)cc3)cnc2O[C@H]1CN(C)C(=O)CN(C)C
    -6 | 2.5 | 26 | -8
61: C[C@@H]1CN([C@H](C)CO)C(=O)Cc2cc(NC(=O)C3CCCCC3)ccc2O[C@H]1CN(C)C(=O)Nc1ccc2c(c1)OCO2
    -2 | 1.2 | 9 | 12
62: COCC(=O)N1[C@H](CO)[C@H](c2ccccc2)[C@@H]1C#N
    -2 | -2.5 | 37 | -25
63: CC(C)NC(=O)Nc1cccc2c1O[C@H](CN(C)Cc1ccc(C(=O)O)cc1)[C@H](C)CN([C@@H](C)CO)C2=O
    0&-3 | 0.6 | 5 | x
64: COc1ccc2c3c(n(C)c2c1)[C@H](CO)N(C(=O)CC1CC1)CC31CCN(C(=O)C2CCCC2)CC1
    -7 | 1.6 | -42 | x
